Apaf1 inhib: inhibitors of human Apaf-1 apoptosome | O14727 | reconstituted apoptosome caspase-3 activity, DEVD-Rh110 fluorescence | inhibition, % at 20 µM | actives 0.71% (n = 330,000); active = inhibition of at least 40% at 20 µM;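 note: plate controls were DMSO wells for no effect and DEVD-CHO caspase inhibitor wells for full effect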
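Medium: Hepes buffer, pH 7.5 / System: biochemical Apaf-1 apoptosome reconstitution / Measured by: Rh110 fluorescence, excitation 480 nm, emission 540 nm / Times: compound with Apaf-1, dATP, procaspase-3 30 min, then 50 min reaction, room temperature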
HKDC1 inh: blocks human hexokinase HKDC1 activity; actives 0.16% (n = 340,000); inhibition, % at 20 µM; Q2TB90; recombinant HKDC1, G6PDH/diaphorase resazurin coupled fluorescence;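 active = inhibition above about 35% when tested at 20 µM, limit read from the data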;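 note: plate controls were DMSO wells with enzyme for no effect and DMSO wells lacking enzyme for full effect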
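Test system: recombinant HKDC1 (HK5) hexokinase enzyme, produced in-house; Amount: enzyme 5 µg/mL final; Buffer or medium: Tris pH 8.0 buffer with MgCl2, Tween-20, BSA, BME; Reagent: glucose and ATP substrates; Doses: 20 µM test compound, 1% DMSO; Incubation: 90 min reaction incubation at room temperature, dark; Detection: resorufin fluorescence at 613 nm.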
SENP7 inh: inhibitors of human SENP7 protease | actives 1.5% (n = 330,000) | Q9BQF6 | inhibition, % at 5 µM | recombinant SENP7, Z-RLRGG-aminoluciferin luminescence, 40 min;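 active = inhibition above about 50% at the single test dose, limit read from the data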;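 note: plate controls were DMSO with enzyme for no effect and no enzyme buffer wells for full effect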
Target sequence (Q9BQF6 706-1050 limits assumed): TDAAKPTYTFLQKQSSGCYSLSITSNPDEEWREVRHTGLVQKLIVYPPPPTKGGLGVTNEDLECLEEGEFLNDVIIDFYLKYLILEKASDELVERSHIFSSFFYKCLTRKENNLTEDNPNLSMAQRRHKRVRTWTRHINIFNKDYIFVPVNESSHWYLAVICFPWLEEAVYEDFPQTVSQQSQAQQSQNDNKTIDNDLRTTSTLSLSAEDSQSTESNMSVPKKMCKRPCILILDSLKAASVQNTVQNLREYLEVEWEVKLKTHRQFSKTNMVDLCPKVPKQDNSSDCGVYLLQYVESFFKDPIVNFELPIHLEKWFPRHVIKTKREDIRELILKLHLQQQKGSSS
Gli-Sufu antag: blocks Gli-Sufu signaling in a luciferase reporter; Sufu-KO-LIGHT fibroblasts, Gli luciferase reporter luminescence; inhibition, % at 5 µM; actives 0.74% (n = 340,000);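 active = inhibition above about 55%, limit read from the data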;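 note: 0% = DMSO-treated cells and 100% = wells with medium but no cells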
UBC13 inh: human UBC13 polyubiquitination inhibition; P61088; UBC13 polyubiquitin chain formation, TR-FRET; inhibition, % at 20 µM; actives 0.47% (n = 330,000); AID 485273; in the data active = inhibition above about 45%, passing the limit was not always enough
Target sequence (P61088 whole entry, looked up): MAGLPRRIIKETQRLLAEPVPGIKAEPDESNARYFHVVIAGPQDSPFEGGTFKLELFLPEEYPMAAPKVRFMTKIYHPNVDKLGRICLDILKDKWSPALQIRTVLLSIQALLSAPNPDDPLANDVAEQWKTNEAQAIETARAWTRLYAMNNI
Jurkat NFkB inh: inhibitors of the PMA/ionomycin-induced NF-kB reporter in Jurkat cells | AID 435003 | PMA/ionomycin-induced NF-kB luciferase reporter, luminescence | actives 0.53% (n = 330,000) | inhibition, % at 4 µM
697 NFkB inh: inhibitors of the PMA/ionomycin-induced NF-kB reporter in 697 B cells | inhibition, % at 4 µM | AID 435022 | 697 B-cell NF-kB luciferase reporter, 16 h | actives 0.33% (n = 330,000); in the data active = inhibition above about 35%
SENP8 inh: SENP8 protease inhibition. Q96LD8. purified SENP8, Z-RLRGG-aminoluciferin cleavage, luminescence. inhibition, % at 10 µM. actives 1.2% (n = 330,000). AID 2540
Target sequence (Q96LD8 whole entry, looked up): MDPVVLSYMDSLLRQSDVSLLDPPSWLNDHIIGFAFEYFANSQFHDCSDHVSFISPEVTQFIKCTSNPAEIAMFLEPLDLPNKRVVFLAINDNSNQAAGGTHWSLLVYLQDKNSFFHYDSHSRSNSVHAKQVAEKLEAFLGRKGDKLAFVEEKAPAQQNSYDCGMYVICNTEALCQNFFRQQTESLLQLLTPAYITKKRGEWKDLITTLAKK
Numbers without * were called inactive. Cut-off read from the data, not from the text of the source, unless noted: active = inhibition above about 50%; inactive = the rest.

SMILES | Apaf1 inhib | HKDC1 inh | SENP7 inh | Gli-Sufu antag | UBC13 inh | Jurkat NFkB inh | 697 NFkB inh | SENP8 inh
CC(C)(C)NC(=O)c1cccc(NC(=O)CSc2ccccc2)c1 | 8 | -4 | 2 | 1 | 4 | -16 | 14 | 2
CC(C)CNC(=S)N1CCC(NC(=O)c2ccco2)CC1 | -7 | -6 | 6 | -5 | 10 | 9 | 1 | 4
CC(=O)Nc1ccc(-c2csc(N/N=C(/C)c3ccccc3)n2)cc1 | -10 | 0 | -5 | -9 | -6 | -12 | -14 | 3
O=C(O)CCCCCNCc1ccncc1 | -24 | -10 | 0 | -2 | 12 | -7 | 12 | 7
O=C(O)c1cc(-c2ccc(O)cc2)on1 | 1 | -5 | -4 | 4 | -8 | -6 | -21 | 8
C/C(=N\n1c(C)cc(C)c(C#N)c1=O)c1cccs1 | -11 | -9 | 3 | 9 | -4 | 1 | -2 | -5
COc1ccc(C)cc1S(=O)(=O)N1CCN(C(=O)c2ncoc2-c2ccccc2C)CC1 | 14 | -5 | -5 | 3 | -1 | 5 | 5 | -15
COc1ccc(OC)c(C(=O)c2c(C)oc3cc(Br)c(O)c(CN(C)C)c23)c1 | 2 | 9 | 0 | -19 | -5 | 9 | 10 | -5
C=C(C)CSc1nnc([C@H](CCSC)NC(=O)OC(C)(C)C)o1 | 3 | -1 | 6 | -3 | 1 | 15 | 5 | 2
CCn1c(-c2ccc(N)cc2)nc2ccccc21 | 0 | -3 | 4 | -10 | 6 | -13 | -19 | 6
O=C(c1cc(-c2ccc(Cl)cc2)on1)N1CCc2ccccc2C1 | 4 | -7 | 0 | 0 | 6 | 5 | 0 | 4
CCCc1c(C(=O)N/N=C/c2ccco2)nnn1-c1nonc1N | 0 | 0 | -12 | 48 | -8 | -5 | 10 | -7
O/N=C(\c1ccc(Cl)cc1)c1cc2ccccc2o1 | 11 | -8 | 5 | 4 | 6 | 6 | -22 | -3
CC(=O)NC(=O)c1cnn(-c2ccccc2)c1N | -12 | 2 | -3 | 0 | 6 | 5 | 12 | -3
O=C1C2C3C=CC(CC3)C2C(=O)N1/N=C/c1c(O)ccc2ccccc12 (stereo not given) | 1 | 12 | 2 | -5 | 3 | 6 | 8 | -3
CCOc1ccc(Cc2nc(C)c(CC(=O)N3CCCCC3)c(=O)[nH]2)cc1 | -12 | -4 | 1 | 24 | 10 | 8 | 9 | 6
COc1cc(S(=O)(=O)N(Cc2ccccn2)Cc2ccco2)ccc1-n1cnnn1 | -20 | -4 | 9 | 41 | 2 | -1 | 4 | 6
O=C(Nc1ccc(-c2cnco2)cc1)c1ccc(Cl)cc1 | -7 | -2 | 0 | -30 | 6 | -47 | -50 | 3
COc1ccc(S(=O)(=O)NCCc2csc(C)n2)cc1C | -5 | -7 | 1 | 1 | -1 | 12 | 3 | 0
COCCNC(=O)c1cccc(OC2CCN(Cc3ccc(Cl)c(F)c3)CC2)c1 | -2 | -3 | -6 | 25 | 0 | 15 | -4 | -4
CN(C)c1ccc(NC(=O)CN2CCN(c3ccc(F)cc3)CC2)cc1 | 5 | -3 | 5 | 3 | -2 | -4 | 1 | 8
CC(C)n1cc(C(=O)N2CCCC(Nc3ccc(F)c(F)c3)C2)cn1 (stereo not given) | -3 | 1 | 16 | -3 | -1 | -3 | -12 | -16
CCc1ccc2nc(Nc3ncc(C(C)=O)c(C)n3)nc(C)c2c1 | -11 | -4 | 4 | 1 | 6 | 19 | 11 | -7
COc1ccc(OCC(=O)Nc2ccc3c(c2)nc(CCN2CCCCC2)n3C)cc1 | 15 | 8 | 0 | -2 | 10 | -8 | -1 | -3
Cc1cccc(-n2ncc3c(NCCCn4ccnc4)ncnc32)c1 | 11 | -2 | -9 | -32 | 16 | -33 | -57 | -14
COc1ccccc1OCCn1cc(/C=C(\C#N)C(=O)NCc2cccs2)c2ccccc21 | 1 | -6 | -2 | -8 | -2 | 11 | -1 | -1
COc1ccc2[nH]c(=O)c(CN(Cc3ccc4c(c3)OCO4)C(C)=O)cc2c1 | 3 | -1 | 1 | 2 | 6 | 0 | 25 | -2
CCN(CC(=O)Nc1c(F)cccc1F)C(=O)CSCc1c(C)noc1C | -5 | -5 | -8 | -10 | 4 | -1 | 17 | 0
O=C(CSc1nc2ccccc2c(=O)n1Cc1ccco1)c1ccccc1 | -8 | -7 | 6 | 18 | 12 | -4 | -8 | -5
Cc1ccc2oc(-c3ccccc3)nc2c1 | 2 | -1 | 93* | -2 | 9 | -108 | -141 | 88*

An excerpt from above in order of molecular weight, lowest first:
SMILES | Apaf1 inhib | HKDC1 inh | SENP7 inh | Gli-Sufu antag | UBC13 inh | Jurkat NFkB inh | 697 NFkB inh | SENP8 inh
O=C(Nc1ccc(-c2cnco2)cc1)c1ccc(Cl)cc1 | -7 | -2 | 0 | -30 | 6 | -47 | -50 | 3
COc1ccc(S(=O)(=O)NCCc2csc(C)n2)cc1C | -5 | -7 | 1 | 1 | -1 | 12 | 3 | 0
COc1ccc(OCC(=O)Nc2ccc3c(c2)nc(CCN2CCCCC2)n3C)cc1 | 15 | 8 | 0 | -2 | 10 | -8 | -1 | -3

Additional entries:
SMILES | Apaf1 inhib | HKDC1 inh | SENP7 inh | Gli-Sufu antag | UBC13 inh | Jurkat NFkB inh | 697 NFkB inh | SENP8 inh
O=C(CSCC(=O)Nc1nc(-c2ccc3c(c2)OCO3)cs1)Nc1nccs1 | 11 | 4 | 5 | -23 | 4 | -13 | -37 | -3
Cc1cccc(NC(=O)[C@@H]2CCCN2C(=O)OC(C)(C)C)c1 | 4 | -1 | -7 | -17 | 0 | 1 | 12 | -13
O=C(NNC(=O)C1CC(=O)N(Cc2ccccc2)C1)c1ccc(F)cc1 (stereo not given) | -3 | -1 | -4 | -13 | 0 | 5 | 29 | -3
Cc1cccc(C)c1Nc1nnc(SCC(=O)NC2CCS(=O)(=O)C2)s1 (stereo not given) | -4 | 2 | 0 | -1 | 5 | 1 | 4 | -2
CCc1cccc(CC)c1NC(=O)COC(=O)c1ccc(F)c(S(=O)(=O)N(CC)CC)c1 | 2 | 8 | 0 | -3 | 1 | 5 | 2 | -7
CCC1(c2ccccc2)NC(=O)N(CC(=O)NC2CCCCCC2)C1=O (stereo not given) | -9 | -3 | -8 | 0 | 8 | -26 | 10 | -5
Cc1nc2sc3c(c2c(=O)n1/N=C/c1ccco1)CCCC3 | 3 | 7 | -6 | 42 | 0 | 9 | 2 | -7
Cc1cccc(C(=O)N2CCC(=O)N(C(COCc3ccc(Cl)cc3)Cc3ccccc3)CC2)c1 (stereo not given) | 19 | -1 | -7 | 10 | 6 | -35 | -24 | -1
CCOC(=O)c1sc(NC(=O)Nc2ccccc2)cc1C | 9 | 6 | 89* | -127 | 13 | -171 | -233 | 81*
S=c1[nH]nc(C2CCCCC2)n1/N=C/c1ccc(Br)cc1 | 24 | 2 | 2 | 2 | -6 | -13 | -15 | -8
O=C(C1CCN(S(=O)(=O)c2cccc3nonc23)CC1)N1CCCCC1 | -2 | 1 | -4 | 23 | 3 | -5 | 9 | 1
COc1ccc(CCNC(=O)CSc2nc3[nH]ncc3c(=O)n2-c2ccc(Cl)cc2Cl)cc1OC | 7 | 26 | -6 | 4 | -6 | -13 | -16 | -10
COc1ccccc1C(=O)NC(C)c1ccccc1 (stereo not given) | 6 | 2 | -2 | -26 | 4 | -8 | 10 | -3
Cc1nc(-c2ccc(C(F)(F)F)cc2)sc1C(=O)NN | 4 | 1 | 16 | -17 | 7 | 2 | -20 | -2
S=C(NCc1ccc(Cl)cc1Cl)Nc1ccccc1 | 7 | 2 | 7 | -5 | 12 | 4 | 10 | 4
O=C(CCN1C(=O)C2CC=CCC2C1=O)Nc1ccc(S(=O)(=O)N2CCCCC2)cc1 (stereo not given) | 1 | -2 | -4 | -9 | -5 | 5 | 4 | 2
Cc1ccc(NC(=O)C2CCN(C(=O)c3cccs3)CC2)cc1 | 9 | -6 | -3 | -9 | -1 | 6 | 2 | -2
COc1cccc(/C=N/Nc2nccnc2Cl)c1O | 12 | 0 | 100* | 68* | -27 | -34 | -108 | 96*
Oc1cc2ccccc2cc1-c1nnc2n1-c1ccccc1SC2 | 10 | -6 | 3 | 2 | 15 | 18 | 15 | 4
O=C(COC(=O)c1cccs1)c1ccc2ccccc2c1 | 20 | 5 | 78* | 1 | -9 | -49 | -15 | 63*
CC(C)C(=O)Nc1cccc(-c2cn3ccccc3n2)c1 | 3 | -4 | -1 | 4 | 8 | -13 | -62 | -3
CCOc1ccc(NC(=O)c2c[nH]n3c(=O)cc(C4CCN(C(=O)OC(C)(C)C)CC4)nc23)cc1 | 40* | -1 | -11 | -2 | -22 | -9 | 13 | -4
CCc1ccc2c(c1)CCCN2C(=O)c1ccccc1C(=O)O | 5 | 4 | 0 | 51 | 9 | 2 | -2 | -4
Cc1ccc(/C=N\NC(=O)COc2ccc(C)cc2[N+](=O)[O-])cc1 | 9 | -4 | 2 | -12 | -6 | 0 | 13 | -1
c1ccc(-c2csc3ncnc(-n4cnc5ccccc54)c23)cc1 | -2 | 2 | -2 | -2 | 5 | 12 | 8 | -3
Fc1ccc(Cn2nnnc2C(c2ccc(Cl)cc2)N2CCSCC2)cc1 (stereo not given) | 14 | 7 | -1 | 9 | 10 | 4 | 10 | 1
CC12C(=O)N(c3cccc4cccnc34)C(=O)C1C1C=CC2C1 (stereo not given) | 3 | -6 | 6 | 0 | -11 | 2 | 2 | -7
O=C(COc1cccnc1[N+](=O)[O-])c1ccc(Cl)s1 | 35 | 19 | -4 | 7 | -2 | 2 | -24 | -1
CCOC(=O)c1ccc(Nc2nnc(C)c3ccccc23)cc1 | 2 | -6 | -7 | -10 | -6 | -27 | -67 | -8
Cc1ccc(C)c(-n2nnnc2SCC(=O)Nc2c(C)n(C)n(-c3ccccc3)c2=O)c1 | -6 | -8 | 5 | 2 | 11 | 7 | 14 | 6

3 compounds from above with just SENP7 inh, UBC13 inh and 697 NFkB inh:
Molecule	SENP7 inh	UBC13 inh	697 NFkB inh
CCOC(=O)c1ccc(Nc2nnc(C)c3ccccc23)cc1	-7	-6	-67
O=C(COc1cccnc1[N+](=O)[O-])c1ccc(Cl)s1	-4	-2	-24
Fc1ccc(Cn2nnnc2C(c2ccc(Cl)cc2)N2CCSCC2)cc1 (stereo not given)	-1	10	10

Next section:
SMILES | Apaf1 inhib | HKDC1 inh | SENP7 inh | Gli-Sufu antag | UBC13 inh | Jurkat NFkB inh | 697 NFkB inh | SENP8 inh
Cc1cccc2nc(CSc3nc4ccccc4[nH]3)cn12 | 7 | -9 | -7 | -19 | -9 | -16 | -23 | -10
Cc1ccc(/C=N/NC(=O)CN2CCN(Cc3ccccc3)CC2)s1 | -17 | 1 | -4 | 2 | -9 | -2 | 9 | 10
Cc1c(S(=O)(=O)Nc2cccc3ccccc23)c(=O)n(C)c(=O)n1C | 2 | 2 | -2 | -5 | 0 | -7 | -2 | -11
COC(=O)c1nnn(CC(=O)NC(=O)Nc2c(C)cccc2C)c1C(=O)OC | -3 | 0 | 4 | -8 | 8 | 2 | 8 | 3
O=C(CN1C(=O)CSc2ccccc21)N1CCc2ccccc21 | -14 | -10 | -5 | -1 | 2 | 8 | 14 | -2
c1ccc(CCc2nn3c(C4COc5ccccc5O4)nnc3s2)cc1 (stereo not given) | 8 | -6 | 12 | -1 | -2 | -22 | -13 | 1
c1ccc(CN=C2NN=C(c3ccccc3)CS2)cc1 | 10 | -14 | -11 | -55 | -20 | -52 | -69 | -9
CC(=O)N1N=C(c2c(-c3ccccc3)c3cc(C)ccc3[nH]c2=O)CC1c1ccco1 (stereo not given) | 16 | -3 | -4 | 10 | 15 | 11 | 21 | -7
OC(CN1CCC(Cc2ccccc2)CC1)c1ccccc1 (stereo not given) | -3 | -3 | -1 | 5 | 7 | -3 | 17 | 3
Cc1noc(C)c1C(=O)Nc1ccccn1 | -8 | 7 | 2 | 2 | -2 | 10 | 22 | 2

Bioassay records: PubChem, Sanford-Burnham Center for Chemical Genomics
